CASP6 VEID inh: caspase-6 (human) enzyme inhibition | P55212 | purified caspase-6, Z-VEID-R110 cleavage fluorescence | inhibition, % at 12.5 µM | 350,000 compounds, 0.53% hits | AID 686996;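 active = mean inhibition across replicates at least about 35%, with every replicate also reaching that limit, limit read from the data; inconclusive = only one of the two criteria met; inactive = neither criterion met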;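 note: 0% = median of neutral control wells and 100% = no fluorescence left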
Target sequence (P55212 24-179 limits assumed): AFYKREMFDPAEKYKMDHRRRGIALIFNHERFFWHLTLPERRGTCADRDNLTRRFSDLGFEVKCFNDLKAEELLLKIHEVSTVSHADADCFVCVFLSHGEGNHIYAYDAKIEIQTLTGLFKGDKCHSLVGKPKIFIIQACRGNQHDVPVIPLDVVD
Target sequence (P55212 194-293 limits assumed): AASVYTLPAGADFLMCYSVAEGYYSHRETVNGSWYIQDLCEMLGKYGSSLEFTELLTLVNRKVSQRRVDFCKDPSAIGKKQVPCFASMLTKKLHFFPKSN
DENV2 CPE rescue: DENV2-induced cell death inhibition. 350,000 compounds, 1.7% hits. DENV2-infected cells, cytopathic effect rescue, plate reader. CPE inhibition, % at 9.99 µM; in the data active = CPE inhibition above about 20%, passing the limit was not always enough; inconclusive = no clear call, values can overlap the other calls; tested in BHK-21 cells;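 note: 0% = median of neutral control wells and 100% = median of positive control wells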
CFTR F508del cor: CFTR F508del correction in bronchial cells; CFBE cells, YFP halide quenching; stimulated with forskolin plus potentiator P3; % fluorescence drop versus neutral controls; activity (quench increase), % at 7.58 µM; 350,000 compounds, 0.36% hits; AID 720511;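 active = mean added fluorescence quench of at least 8% versus neutral control, with both replicates also reaching 8%; inconclusive = only one of the mean or replicate conditions met; inactive = mean below 8% and not both replicates reaching 8%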;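 note: cells transiently co-express mutant CFTR-F508del with the halide-sensitive YFP; corrector assay measuring rescue of mutant channel to the surface after 24 h compound exposure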
ERAP1 HTS inh: inhibitors of human ERAP1 aminopeptidase; inhibition, % at 10.7 µM; AID 652197; recombinant ERAP1, Leu-AMC fluorescence, 60 min; 340,000 compounds, 0.15% hits; Q9NZ08;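 active = mean replicate inhibition of at least 30%, or all replicates individually reaching that 30% level; inactive = mean below 30% and not every replicate reaching it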;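 note: 0% = neutral control wells and 100% = L-leucinethiol positive control wells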
SIRT5 block: blocks human SIRT5 desuccinylation of peptide. Q9NXA8. Purified SirT5, succinyl-peptide AMC, trypsin-coupled fluorescence. inhibition, % at 15 µM. 330,000 compounds, 1.1% hits. AID 652115; in the data active = inhibition above about 15%; inconclusive = no clear call, values can overlap the other calls
Target sequence (Q9NXA8 whole entry, looked up): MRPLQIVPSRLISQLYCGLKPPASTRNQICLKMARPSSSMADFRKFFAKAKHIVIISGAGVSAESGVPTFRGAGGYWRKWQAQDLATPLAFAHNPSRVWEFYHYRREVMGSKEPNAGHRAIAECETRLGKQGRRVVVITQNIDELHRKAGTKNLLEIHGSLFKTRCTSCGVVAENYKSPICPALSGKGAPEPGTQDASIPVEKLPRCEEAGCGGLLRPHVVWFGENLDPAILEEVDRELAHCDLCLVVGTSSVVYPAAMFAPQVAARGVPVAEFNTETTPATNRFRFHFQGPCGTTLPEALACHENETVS
miR-122 sensor: miR-122 inhibition in Huh7 cells. activation (reporter increase), % at 12.5 µM. 340,000 compounds, 0.3% hits. AID 602342. Huh7 miR-122 Renilla luciferase sensor, 48 h; neutral wells = 0, positive control = 100;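 active = mean replicate activation score at least 90 and every replicate individually at or above 90; inconclusive = only one of the two criteria met; inactive = neither criterion met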;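 note: higher luciferase means less miR-122 activity so hits act as miR-122 inhibitors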
ERp5 block: inhibitors of human ERp5; inhibition, % at 9.99 µM; ERp5 insulin aggregation, absorbance 650 nm, 90 min; 350,000 compounds, 0.05% hits; AID 651711;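 active = mean replicate inhibition above about 25%, with every replicate also reaching it, limit read from the data, passing the limit was not always enough; inconclusive = only one of those two criteria met; inactive = neither criterion met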
Target sequence (Q15084 whole entry, looked up): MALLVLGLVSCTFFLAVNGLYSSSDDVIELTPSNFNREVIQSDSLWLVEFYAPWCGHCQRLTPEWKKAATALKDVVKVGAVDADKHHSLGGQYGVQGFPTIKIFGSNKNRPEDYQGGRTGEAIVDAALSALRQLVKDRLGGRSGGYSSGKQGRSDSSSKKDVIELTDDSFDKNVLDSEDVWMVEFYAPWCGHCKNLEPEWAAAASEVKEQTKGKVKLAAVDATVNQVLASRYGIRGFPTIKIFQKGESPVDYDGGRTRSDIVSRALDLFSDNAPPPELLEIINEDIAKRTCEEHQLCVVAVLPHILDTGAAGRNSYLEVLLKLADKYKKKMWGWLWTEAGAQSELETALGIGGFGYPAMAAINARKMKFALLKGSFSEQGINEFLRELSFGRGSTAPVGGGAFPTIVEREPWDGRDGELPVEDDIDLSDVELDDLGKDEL
An asterisk follows results filed as active; ? = inconclusive; . = no result given; & = joins results of further samples; [ ] = dose if it differs, or a comment.

Compound,CFTR F508del cor,SIRT5 block,ERAP1 HTS inh,miR-122 sensor,DENV2 CPE rescue,CASP6 VEID inh,ERp5 block
O=C(NCc1nc2ccccc2[nH]1)C1=C[C@H](c2coc3ccccc3c2=O)C[C@H](OCc2ccc(CO)cc2)O1,1.1&2.2,0.0,-1.7&4.0,-3.1,?,0.1&1.3,-2.1&3.7
COCC(=O)N(C)C[C@@H]1Oc2ncc(C3=CCCCC3)cc2C(=O)N([C@@H](C)CO)C[C@@H]1C,-0.3,0.8,2.8,1.5[16.7 µM],0.4,1.2,-2.1
O=C(O)C(Cc1ccccc1)N1C(=O)/C(=C/c2cccs2)SC1=S (stereo not given),-4.8,9.6,21.1,0.0,-2.7,28.5,-0.7
CCN(Cc1ccc(OC)c(F)c1)C(=O)c1oc2ccccc2c1COC,0.9,-1.2,0.7,.,3.8,-0.7,0.8
O=C(Cn1ncc2c3ccccc3n(Cc3ccccc3)c2c1=O)NCCN1CCOCC1,-0.5,-1.7,2.4,-5.2,0.8,4.0,-1.3
C[C@H](CO)N1C[C@H](C)[C@@H](CN(C)S(=O)(=O)c2cccs2)Oc2c(cccc2N(C)C)C1=O,0.7,-2.3,0.8,-1.4[16.7 µM],-5.2,3.7,0.0
COc1ccc(CN2CCN(S(=O)(=O)c3ccc(NC(C)=O)cc3)CC2)cc1,-3.3,0.2,-0.5,-0.8,9.2,-1.6,3.7
Cc1cccc(NC(=O)Cn2cnc3c(oc4ccccc43)c2=O)c1,3.4,-1.4,3.9,.,.,0.4,3.0
COc1ccccc1NC(=O)COC(=O)/C=C/c1ccc(OC)c(OC)c1,2.9,0.3,4.8,.,-1.3,1.4,0.3
O=C(N[C@@H]1CC[C@@H](CCn2cc(C3(O)CCCC3)nn2)O[C@H]1CO)C1CCOCC1,-1.1,1.7,-1.7,.,7.4,0.8,4.9
CCOc1cc(N2CCOCC2)c(OCC)cc1NC(=O)COC(=O)c1ccccc1OC(F)F,0.0,-1.9,-0.9,-19.0,1.1,1.9,-3.2
COCCCNC(=S)Nc1cccc2ncccc12,-3.2,.,2.6,.,10.4,1.3,3.9
Cc1noc(C)c1S(=O)(=O)Nc1ccc2c(c1)CC(=O)N([C@@H](C)CO)C[C@@H](C)[C@@H](CN(C)CC1CCCCC1)O2,1.4,.,-5.3,-7.8[16.7 µM],-1.5,5.2,-3.4
O=C(C[C@@H]1C=C[C@@H](NS(=O)(=O)c2ccccc2F)[C@H](CO)O1)NCCCN1CCOCC1,-0.7,-1.0,0.4,.,3.7,3.4,-0.3
CC(=O)Nc1cc(-c2cccc(C(=O)N(C)C)c2)cn2c(-c3cccc(C(F)(F)F)c3)cnc12,3.9,0.1,1.2,0.8,6.7,0.7,0.7
COCCCn1c(=O)c2ccccc2n(Cc2ccc(C)cc2)c1=O,2.1,-1.3,-1.6,-0.2,?,0.3,2.5
C[C@H](CO)N1C[C@H](C)[C@@H](CN(C)Cc2ccc(-c3ccccc3)cc2)Oc2ccc(NC(=O)Nc3ccc(F)cc3)cc2C1=O,1.1,1.5,0.6,-6.6[16.7 µM],1.0,-1.0,-15.0
C#CCOCCOCCOCCNc1nc(N2CCN(C(=O)[C@H](CCC(=O)O)n3cc(C(N)[C@H](C)CC)nn3)CC2)nc(N2CCN(C(=O)[C@H](CCC(=O)O)n3cc(C(N)[C@H](C)CC)nn3)CC2)n1 (stereo not given in full),-2.5,-2.1,-8.8,-6.4,9.8,-5.1,4.0
C[C@@H]1CCCCO[C@H](CN(C)S(=O)(=O)c2cccs2)[C@H](C)CN([C@@H](C)CO)C(=O)c2cc(NC(=O)c3ccncc3)ccc2O1,1.4,7.8,-0.3,5.7[16.7 µM],-0.4,-2.5,2.5
CNC(=O)C[C@H]1CC[C@@H]2[C@H](COC[C@H](O)CN2C(=O)Nc2ccc(Cl)c(Cl)c2)O1,-1.2,1.0,0.8,-2.6[16.7 µM],-8.2,0.9,5.5
O=C(NCc1ccccc1C(F)(F)F)C1CCC(=O)N(CCCc2ccccc2)C1 (stereo not given),1.5,-0.6,3.7,-4.7,1.7,-1.9,-5.8
O=C(COC(=O)[C@@H]1CCCN1S(=O)(=O)c1ccccc1F)Nc1ccc(OC(F)F)cc1,-6.1,0.4,1.1,-4.2,-5.0,-0.2,-0.6
Cn1ncc2c(=O)n(/N=C/c3ccccc3)cnc21,-1.6,-1.6,-1.5,.,9.5,-2.3,2.6
CN(C)S(=O)(=O)c1cccc(NC(=O)Cn2cc(C(F)(F)F)cc(Cl)c2=O)c1,-0.2,-2.3,1.1,3.0,-3.7,-5.6,1.1
COc1cccc(Cn2c3ccc(NC(=O)Cc4ccccc4C)cc3c(=O)n2C)c1,3.5,-20.2,3.3,5.5,-3.0,-3.5,-1.7
Cc1ccc(N)cc1NC(=O)CN1CCOCC1,-1.2,0.4,0.7,3.3,-2.7,-1.1,6.7
CC(C)C[C@@H](CO)N(Cc1ccccc1)S(=O)(=O)N(Cc1ccccc1)[C@H](CO)CC(C)C,.,5.5,-2.3,15.5,.,-2.4,0.6
COc1ccccc1N1CCN(C2CCCN(C(=O)CCC(C)=O)C2)CC1 (stereo not given),.,-1.2,-1.0,-0.2,2.4,-6.6,2.5
CCOc1cccc2cc(-c3nnc(NCc4ccc5c(c4)OCO5)s3)c(=O)oc12,0.6,-8.2,-0.5,-2.6,-6.0,-1.0,-8.0
CCOC(=O)c1nn(-c2ccc(F)cc2)cc1O,-0.4,3.6,0.8,-8.2,-4.8,3.6,-3.8
COc1ccccc1C1(CCN=Cc2ccc(N(C)C)cc2)CCOC(C)(C)C1 (stereo not given),0.0,-3.4,3.6,-4.9,-2.1,-6.3,-0.4
COc1ccccc1OCCCOc1ccc(/C=C2\SC(=O)NC2=O)cc1OC,0.1,7.8,-1.8,4.5,2.9,0.3,6.3
COC(=O)C[C@H]1CC[C@H](N)[C@@H](CO)O1,2.4,0.1,1.6,.,-3.5,0.2,-7.3
COc1ccc(/C=C/C(=O)c2ccc(OC)cc2OC)c(OC)c1,-0.9,.,-1.1,?,3.1,-1.3,-0.6
CN(C)CCCN(C(=O)COc1ccccc1)c1nc2ccc(F)cc2s1,-0.2,-4.1,2.5,.,-2.0,1.3,-3.7
O=C(Nc1ccc(F)cc1)Nc1cccnc1Cl,0.0,-3.6,-4.9,3.0,-2.4,-1.3,-2.4
C[C@H]1CCCCO[C@H](CN(C)C(=O)Cc2ccccc2)[C@@H](C)CN([C@@H](C)CO)C(=O)c2cc(NC(=O)CCC(F)(F)F)ccc2O1,3.9,.,.,7.6[16.7 µM],8.7,.,.
C=CCc1c(C)[nH]c2c(OC)cccc2c1=S,0.2,-2.7,3.4,3.2,.,0.8,0.8
CCO[C@H]1OC(C(=O)O)=C[C@@H](c2csc3ccccc23)[C@@H]1CCCO,0.1&-3.2,-4.5&-1.9,3.1&1.1,-1.7,3.8&-6.1,-2.0&-5.3,2.8&0.2
CC(=O)Nc1ccc(NC(=O)CCN2C(=O)C3CC=CCC3C2=O)cc1 (stereo not given),1.6,-2.4,-1.8,.,-5.1,4.0,-2.6
COc1ccc(NC(=O)c2cc([N+](=O)[O-])ccc2NC(=O)CNCc2ccccn2)c(OC)c1,-0.5,-4.6,2.3,.,3.9,2.0,1.5
C=CCNC(=O)C(=O)NCCOc1ccccc1Cl,0.5,-0.3,-2.4,.,-0.2,7.3,0.3
COc1ccc(S(=O)(=O)Nc2ccc3c(c2)C(=O)N([C@H](C)CO)C[C@@H](C)[C@H](CN(C)C(=O)Nc2ccc(F)cc2)O3)cc1,-2.7,0.9,0.0,4.7[16.7 µM],-7.7,-1.6,-1.3
C[C@@H]1CCCCO[C@H](CN(C)Cc2ccc(C(F)(F)F)cc2)[C@H](C)CN([C@@H](C)CO)C(=O)c2cc(NC(=O)CCCN(C)C)ccc2O1,-2.4,-6.2,0.0,-12.2[16.7 µM],0.1,0.1,-1.2
CCc1ccc(OCCCC(=O)Nc2cccc(C(=O)O)c2)cc1,0.6,1.3,-1.0,.,4.9,4.0,-2.3
C[C@H]1CN([C@@H](C)CO)C(=O)c2c(c3ccccc3n2C)-c2ccccc2CO[C@@H]1CN(C)S(=O)(=O)c1ccccc1F,-6.3,3.0,1.2,.,5.3,-1.7,5.2
COc1ccccc1/C=N/NC(=O)CCSc1ccccc1,0.6,1.5,0.3,-2.0,5.8,0.9,-0.7
CC(C)C(=O)Nc1ccc(C(=O)CSc2nnc(C3CC3)n2C2CC2)cc1,-0.3,-12.2,2.5,-9.7,17.2,-0.1,0.6
COc1cc(NC(=O)Cn2cnc(S(=O)(=O)N3CCc4ccccc43)c2)cc(OC)c1OC,1.6,-2.7,3.0,-4.5,-5.3,1.3,-1.9
CC(C)C#Cc1ccc2c(c1)O[C@@H](CN(C)C(=O)c1cccnc1)[C@@H](C)CN([C@@H](C)CO)S2(=O)=O,0.0,-3.5,-2.8,-2.4[16.7 µM],-1.7,0.9,0.6

(listing goes on)
Compound,CFTR F508del cor,SIRT5 block,ERAP1 HTS inh,miR-122 sensor,DENV2 CPE rescue,CASP6 VEID inh,ERp5 block
CC(C)NC(=O)N1C[C@H]2[C@@H](c3ccccc31)[C@@H](CO)N2C(=O)NC(C)C,-1.7,7.5,-0.8,12.2[16.7 µM],2.5,2.3,2.2
CC(C)NC(=O)Nc1ccc2c(c1)CC(=O)N([C@H](C)CO)C[C@H](C)[C@@H](CN(C)CC1CC1)O2,-1.4,-2.7,1.4,1.9[16.7 µM],-7.1,-1.4,7.0
COc1ccc(-c2ccc([C@H]3[C@@H](CO)N4C(=O)CN(C(=O)C5CCC5)C[C@@H]34)cc2)cc1,-0.9,-6.6,-1.5,.,-7.7,2.2,3.5
NS(=O)(=O)c1cc(C(=O)OCC(=O)c2ccccc2)c(Cl)cc1Cl,6.2,-1.3,-0.7,.,1.5,1.8,-12.7
Cc1nc2ccc(C(=O)N/N=C/c3ccccc3O)cc2[nH]1,1.8,1.1,1.8,6.0,3.0,-6.4,-0.3
C[C@@H]1CCCCO[C@@H](CN(C)Cc2ccccc2)[C@@H](C)CN([C@@H](C)CO)C(=O)c2cc(NS(=O)(=O)c3ccc(F)cc3)ccc2O1,-0.4,3.8,-0.7,5.1[16.7 µM],-0.9,1.3,4.1
C/C=C/c1ccc2c(c1)O[C@@H](CN(C)C(=O)C1CCOCC1)[C@@H](C)CN([C@@H](C)CO)S2(=O)=O,-0.3,-6.3,-0.6,-4.1[16.7 µM],-8.9,1.4,3.0
O=C(NCCCN=C1NS(=O)(=O)c2ccccc21)c1ccc(Cl)cc1,-1.5,5.1,-8.1,1.1,-2.0,-0.2,-1.1
Cc1csc(SCC(=O)Nc2ccc(C)c(F)c2)n1,-5.3,-2.8,1.0,.,?,-0.8,2.9
CCOC(=O)C1CCN(C(=O)C2CCN(c3nnc(-n4cccc4)s3)CC2)CC1,-0.8,-2.8,2.9,-7.6,4.7,4.2,-1.4
COc1ccc2[nH]c3c(c(=O)c2c1)CCCC3,-0.2,.,4.8,-0.7,4.0,-0.1,4.9
N#Cc1ccccc1COc1cccc2c1CCCC2O (stereo not given),1.0,-3.8,-1.5,3.2,12.8,0.6,-2.3
COc1cc(OC)c(NC(=O)Cc2ccc(OC)c(S(=O)(=O)N3CCOCC3)c2)cc1Cl,-1.7,-1.1,4.2,-2.9,3.0,2.7,-0.8
CC(C)(C)c1cc(C(=O)NNc2cccc(Cl)c2)n(Cc2ccccc2)n1,-3.9,0.0,.,126.3*,-1.0,3.1,4.0
CCOC(=O)c1cc2c(ccn2C)n1CC(=O)N(CC)CC,-2.5,-0.9,-1.2,1.5,1.1,2.8,-0.2

Compound activity from PubChem.
